Screening data from PubChem.
TMEM16A act: mouse TMEM16A channel activation, primary screen; B-score at 10 µM; HEK293 TMEM16A/YFP-H148Q/I152L, iodide quench fluorescence; stronger effect = lower value; Q8BHY3; actives 0.3% (n = 340,000);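 active = fluorescence-ratio B-score plate-corrected deviation score at least 3 library SD below zero, with starting fluorescence score within 5 deviations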;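 note: channel opened by trigger with iodide after compound preincubation; score built on the fluorescence ratio of max minus min over baseline; more negative score means more quench and so TMEM16A activation or potentiation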
Target sequence (Q8BHY3 whole entry, looked up): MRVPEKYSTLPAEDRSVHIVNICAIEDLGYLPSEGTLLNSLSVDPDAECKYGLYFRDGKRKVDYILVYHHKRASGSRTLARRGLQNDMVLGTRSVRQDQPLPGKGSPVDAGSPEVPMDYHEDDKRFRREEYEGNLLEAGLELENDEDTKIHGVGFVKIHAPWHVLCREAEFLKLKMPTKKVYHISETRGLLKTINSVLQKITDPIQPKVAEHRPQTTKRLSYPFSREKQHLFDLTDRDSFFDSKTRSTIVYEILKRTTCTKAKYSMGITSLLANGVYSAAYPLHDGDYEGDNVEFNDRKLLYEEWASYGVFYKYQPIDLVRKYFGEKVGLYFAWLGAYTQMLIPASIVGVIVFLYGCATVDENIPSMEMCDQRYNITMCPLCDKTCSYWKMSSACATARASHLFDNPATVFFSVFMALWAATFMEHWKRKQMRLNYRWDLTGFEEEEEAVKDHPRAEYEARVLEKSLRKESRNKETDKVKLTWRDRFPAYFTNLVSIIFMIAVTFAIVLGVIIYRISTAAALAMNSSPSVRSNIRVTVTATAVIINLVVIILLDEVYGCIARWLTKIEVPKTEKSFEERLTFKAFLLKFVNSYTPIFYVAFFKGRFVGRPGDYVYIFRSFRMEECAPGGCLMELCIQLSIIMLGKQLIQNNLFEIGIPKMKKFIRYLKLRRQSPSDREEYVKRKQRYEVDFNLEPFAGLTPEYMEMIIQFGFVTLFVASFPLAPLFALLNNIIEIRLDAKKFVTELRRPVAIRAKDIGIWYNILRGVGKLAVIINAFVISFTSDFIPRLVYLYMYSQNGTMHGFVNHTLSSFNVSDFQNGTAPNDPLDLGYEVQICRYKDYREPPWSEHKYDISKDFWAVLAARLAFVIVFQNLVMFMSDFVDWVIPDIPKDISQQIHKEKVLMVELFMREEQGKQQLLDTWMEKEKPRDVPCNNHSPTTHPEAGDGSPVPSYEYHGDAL
Calls only. This is a subset. The share of hits here may be higher or lower than overall.

For COc1ccccc1S(=O)(=O)NCc1ccc(C(=O)NC(C)c2ccccn2)cc1 (centres undefined) the results were TMEM16A act inactive.
`CCc1nnc(NC(=O)CN2C(=O)N(C)C3(CCCCC3)C2=O)s1` gave TMEM16A act inactive.
`CCN(CC)S(=O)(=O)c1cccc(C(=O)N[C@H](C(=O)NC2=NCCS2)C(C)C)c1` gave TMEM16A act inactive.
O=C(COC(=O)c1ccc(Cl)nc1)Nc1ccc2c(c1)OCCO2 was read as TMEM16A act inactive.
`O=C1C=CC(=O)N1c1ccccn1` gave TMEM16A act inactive.
Screening COC(=O)[C@]1(CC(C)C)N[C@H](c2ccc(-c3ccccc3)cc2)[C@@H]2C(=O)N(C)C(=O)[C@@H]21 returned TMEM16A act inactive.
For Cc1[nH]c2ccccc2c1C(=O)CSc1nnc(C2CC2)o1 the results were TMEM16A act inactive.
O=C(COC(=O)c1ccc(Cl)cc1)NCC1CCCCC1 was read as TMEM16A act inactive.
Screening O=C(CSc1ncc(C(F)(F)F)cc1Cl)N1CCNC1=O returned TMEM16A act inactive.
For COc1cc(NC(C)CCCNC(C)C)c2ncccc2c1OC (centres undefined) the results were TMEM16A act inactive.
`Cc1ccc(S(=O)(=O)c2ccc([N+](=O)[O-])o2)cc1` gave TMEM16A act inactive.
For CC1CCCCC1NC(=O)Cn1c(=O)cnc2ccccc21 (centres undefined) the results were TMEM16A act inactive.
Screening COc1cccc(-c2ncc3ccccc3c2CO)c1 returned TMEM16A act inactive.
For CC(C)(C)c1cc(CCC(=O)NNC(=O)c2ccncc2)cc(C(C)(C)C)c1O the results were TMEM16A act inactive.
For CCOc1ccc(NC(=O)COC(=O)CNC(=O)c2ccc(-c3ccccc3)cc2)cc1 the results were TMEM16A act inactive.
CN(C)S(=O)(=O)c1ccc2nnn(OCC(=O)NC3CCS(=O)(=O)C3)c2c1 (centres undefined) was read as TMEM16A act inactive.
Screening COc1ccccc1[C@H]1C(c2ccc(F)cc2)=NN(c2ccccc2)[C@@H]1CO returned TMEM16A act inactive.
`O=C(COc1cc(F)ccc1[N+](=O)[O-])NCCN1C(=O)CSC1=O` gave TMEM16A act inactive.
`COc1ccc(N2CCN(C(=O)CN3C(=O)NC4(CCCCCC4)C3=O)CC2)cc1` gave TMEM16A act inactive.
`COc1ccccc1C(=O)NC(=O)CSc1nnnn1C` gave TMEM16A act inactive.

Structures shown so far that have two or more sulfur atoms:
`CCN(CC)S(=O)(=O)c1cccc(C(=O)N[C@H](C(=O)NC2=NCCS2)C(C)C)c1` gave TMEM16A act inactive.
CN(C)S(=O)(=O)c1ccc2nnn(OCC(=O)NC3CCS(=O)(=O)C3)c2c1 (centres undefined) was read as TMEM16A act inactive.

(continued)
For COc1cccc(NC(=O)COC(=O)/C=C/c2ccco2)c1 the results were TMEM16A act inactive.
For CN(CC(=O)Nc1ccccc1Cl)C1CCS(=O)(=O)C1 (centres undefined) the results were TMEM16A act inactive.
Screening COc1ccc(SC[C@H](C)CN2CC[C@H](NC(=O)OCc3ccccc3)CCC2=O)cc1 returned TMEM16A act inactive.
COc1cccc(-c2sc3ccccc3c2-c2ccc(OCCN3CCCC3)cc2)c1 was read as TMEM16A act inactive.
`C=CCn1c(-c2cccc(S(=O)(=O)N3CCOCC3)c2)n[nH]c1=S` gave TMEM16A act inactive.
For COc1ccc(Br)cc1CN(C)C(=O)C1=CC=CN2CCS(=O)(=O)N=C12 the results were TMEM16A act inactive.
`COCC(C)n1c(SCC(=O)Nc2c(C)n(C)n(-c3ccccc3)c2=O)nc2ccccc2c1=O` (centres undefined) gave TMEM16A act inactive.
Screening Cc1ccc(C)c(NC(=O)CCN2C(=O)C3CC=CCC3C2=O)c1 (centres undefined) returned TMEM16A act inactive.
For C=CCSc1nnc(-c2c[nH]c3ccccc23)n1CC the results were TMEM16A act inactive.
Screening Cc1csc(=O)n1CC(=O)OCc1nnc(-c2ccc([N+](=O)[O-])cc2)o1 returned TMEM16A act inactive.
`COc1ccc(NC(=O)c2cc(S(=O)(=O)N3CCCC3)ccc2C)cn1` gave TMEM16A act inactive.
Screening Cc1cc(OCC(=O)Nc2cccc(S(=O)(=O)N3CCCC3)c2)ccc1Cl returned TMEM16A act inactive.
For Cc1c(/C(O)=C2\C(=O)C(=O)N(CCCN(C)C)C2c2cccs2)cnn1-c1ccccc1 (centres undefined) the results were TMEM16A act inactive.
`CC(C)c1ccc(S(=O)(=O)N2CCN(CC(=O)Nc3ccc(Cl)cc3F)CC2)cc1` gave TMEM16A act inactive.
`Cc1cc(NC(=O)COC(=O)c2ccccc2NCCO)no1` gave TMEM16A act inactive.
O=C(CN1C(=O)NC(c2ccccc2)(c2ccccc2)C1=O)NCc1ccccc1 was read as TMEM16A act inactive.
Screening O=C(COC(=O)c1ccc(C(F)(F)F)cc1)NC(=O)NC1CCCC1 returned TMEM16A act inactive.
`COc1ccccc1C1CC(=O)Oc2cc(C)cc(C)c21` (centres undefined) gave TMEM16A act inactive.
`CCOC(=O)[C@@H]1[C@H]2COc3ccc(Br)cc3[C@@H]2N2C(=O)N(c3ccc(Cl)cc3)C(=O)[C@@]12C` gave TMEM16A act inactive.
`O=C(COC(=O)c1ccc(CO)cc1)c1ccc(S(=O)(=O)N2CCCCC2)cc1` gave TMEM16A act inactive.
For Cc1noc(C)c1C(=O)Nc1sccc1C(N)=O the results were TMEM16A act inactive.
COc1ccc2sc(-c3ccccc3OC)c(-c3ccc(O)cc3)c2c1 was read as TMEM16A act inactive.
For O=C(CSC1=Nc2ccccc2C2CC=NN12)Nc1ccc2c(c1)OCO2 (centres undefined) the results were TMEM16A act inactive.
Screening CCN(C(=O)c1ccc(=O)[nH]c1)c1c(N)n(Cc2ccccc2)c(=O)[nH]c1=O returned TMEM16A act inactive.
For COc1ccccc1C=NN=Cc1ccccc1O the results were TMEM16A act inactive.
Cc1ncc(C(=O)Nc2ccccc2)[nH]1 was read as TMEM16A act inactive.
Screening Cc1ccc(S(=O)(=O)N2CCN(CC(=O)Nc3ccccc3Cl)CC2)cc1 returned TMEM16A act inactive.
For O=C(NNC(=O)c1ccc2ccccc2c1)c1cccc(Cl)c1 the results were TMEM16A act inactive.
For O=C(COC(=O)c1ccc(Cl)cc1Cl)Nc1cccc(S(=O)(=O)NC2=NCCC2)c1 the results were TMEM16A act inactive.
For CSCCC(NS(=O)(=O)c1ccc(C)cc1C)C(=O)Nc1cccnc1 (centres undefined) the results were TMEM16A act inactive.
C=CCSC1=Nc2cc(OC)c(OC)cc2C2=NC(=O)CN12 was read as TMEM16A act inactive.
For CCN(CC(=O)Nc1ccccc1OC)C(=O)c1ccc(NC(=O)c2cccs2)cc1 the results were TMEM16A act inactive.
For COc1ccc(-c2sc3cc(OC)ccc3c2-c2ccc(OCCN3CCOCC3)cc2)cc1 the results were TMEM16A act inactive.
COc1ccc([C@@H]2CC(=O)c3c(O)cc(O[C@@H]4OC(CO[C@@H]5OC(C)[C@H](O)[C@@H](O)[C@H]5O)[C@@H](O)[C@H](O)[C@H]4O)cc3O2)cc1O (some centres undefined) was read as TMEM16A act inactive.
`O=C(NCCO)c1nc(C(=O)c2ccccc2)c2ccccc2n1` gave TMEM16A act inactive.
COc1ccc(C(=O)c2cc(OC)c(OC)c(OC)c2)cc1OC was read as TMEM16A act inactive.
For N#Cc1ccccc1 the results were TMEM16A act inactive.
O=C1c2ccccc2[C@@H]2C[C@@H](O)[C@H](Nc3ccccc3)CCN12 was read as TMEM16A act inactive.
Cc1ccnc(NC(=O)c2ccc(OCc3c(C)noc3C)cc2)c1 was read as TMEM16A act inactive.
Screening Cc1cc(C)cc(OCC(=O)Nc2nc(-c3ccccn3)cs2)c1 returned TMEM16A act inactive.
`COc1ccc(C)cc1NC(=O)COC(=O)c1ccc2c(c1)OCO2` gave TMEM16A act inactive.
For COc1ccccc1OCc1ccc(C(=O)NCC2CCCO2)cc1 (centres undefined) the results were TMEM16A act inactive.
Screening COc1ccc(NC(=O)COC(=O)/C=C/c2cccs2)c(OC)c1 returned TMEM16A act inactive.
Screening COc1ccccc1NC(=O)CSc1nncs1 returned TMEM16A act inactive.
For COc1ccccc1NS(=O)(=O)c1cccc(C(=O)NNC(=O)c2ccc(=O)[nH]c2)c1 the results were TMEM16A act inactive.
Screening COc1ccc(C(=O)COC(=O)/C=C/c2ccccc2[N+](=O)[O-])cc1 returned TMEM16A act inactive.
`CCOc1ccccc1OCC(=O)OCC(=O)c1c(N)n(CC(C)C)c(=O)n(C)c1=O` gave TMEM16A act inactive.
Screening COc1ccc(/C(N)=N/OC(=O)CN(C)S(=O)(=O)c2ccc(C)cc2)cc1 returned TMEM16A act inactive.
For COCCS(=O)(=O)N(Cc1ccc(Br)cc1)[C@@H](C)C(=O)OC the results were TMEM16A act inactive.
`Cc1[nH]c2ccccc2c1C(=O)CN1C(=O)NC2(CCCCCC2)C1=O` gave TMEM16A act inactive.
Cn1c(N)c(C(=O)COC(=O)Cc2cccc(C(F)(F)F)c2)c(=O)n(C)c1=O was read as TMEM16A act inactive.
For CC(=O)NC12CC3CC(C1)CC(C(=O)N(C)CC(=O)Nc1cccc(F)c1)(C3)C2 the results were TMEM16A act inactive.
`Cc1ccc(S(=O)(=O)NCCC(=O)OCC(=O)Nc2cccc(Cl)c2)cc1` gave TMEM16A act inactive.
O=C(OCC(=O)N1CCc2ccccc21)[C@@H]1CC(O)CN1S(=O)(=O)c1ccccc1[N+](=O)[O-] (some centres undefined) was read as TMEM16A act inactive.
For CCOc1ncccc1C(=O)Nc1ccc(OC)c(S(=O)(=O)N2CCOCC2)c1 the results were TMEM16A act inactive.
`O=C1C=CC(=Nc2cccc3c2C(=O)c2ccccc2-3)O1` gave TMEM16A act inactive.
`Nc1ncnc2c1C(c1ccccc1)c1c(ccc3ccccc13)O2` (centres undefined) gave TMEM16A act inactive.
`Cc1ccccc1SCC(=O)NCC(c1ccc(F)cc1)N1CCOCC1` (centres undefined) gave TMEM16A act inactive.
For O=C1CCSc2c1ccc1ccccc21 the results were TMEM16A act inactive.
`COc1cc(C(=O)NCCOc2ccc(Cl)cc2)ccc1OCc1c(C)noc1C` gave TMEM16A act inactive.

6 entries from above, sorted by molecular weight, falling.
`O=C(COC(=O)c1ccc(CO)cc1)c1ccc(S(=O)(=O)N2CCCCC2)cc1` gave TMEM16A act inactive.
Screening Cc1cc(OCC(=O)Nc2cccc(S(=O)(=O)N3CCCC3)c2)ccc1Cl returned TMEM16A act inactive.
Screening Cc1ccc(S(=O)(=O)N2CCN(CC(=O)Nc3ccccc3Cl)CC2)cc1 returned TMEM16A act inactive.
O=C(COC(=O)c1ccc(Cl)cc1)NCC1CCCCC1 was read as TMEM16A act inactive.
O=C1c2ccccc2[C@@H]2C[C@@H](O)[C@H](Nc3ccccc3)CCN12 was read as TMEM16A act inactive.
`O=C1C=CC(=O)N1c1ccccn1` gave TMEM16A act inactive.

Other structures
Screening CCN(CC)c1ccc2cc(-c3nc(-c4cc5ccccc5oc4=O)cs3)c(=O)oc2c1 returned TMEM16A act inactive.
`Cc1nc2cc(-c3ccccc3)nn2c(N)c1-c1ccccc1` gave TMEM16A act inactive.
Screening Cc1ccc(S(=O)(=O)N2CCOCC2)cc1C(=O)OCC(=O)N(Cc1ccccc1)C(C)C returned TMEM16A act inactive.
Screening CCCCCCSc1ccc(-c2nc3cc(C)ccn3c2NC2CCCCC2)cc1 returned TMEM16A act inactive.
Screening CCOc1ccccc1OCCCC(=O)Nc1cccc(-n2cnnn2)c1C returned TMEM16A act inactive.
`Cc1ccc(S(=O)(=O)Nc2ccc3c(c2)C(=O)N([C@H](C)CO)C[C@H](C)[C@@H](CN(C)Cc2ccc(-c4ccccc4)cc2)O3)cc1` gave TMEM16A act inactive.
`CC(C)Oc1ccc(S(=O)(=O)N2CCOCC2)cc1NC(=O)c1cccc(S(=O)(=O)N2CCCC2)c1` gave TMEM16A act inactive.
`COc1ccc(S(=O)(=O)N2CCOCC2)cc1NC(=O)COC(=O)c1[nH]c(C)c(C(C)=O)c1C` gave TMEM16A act inactive.
For Cc1cc(N)cc(C)c1-c1c(Br)cc(N)cc1Br the results were TMEM16A act inactive.
Screening CC1CCCCC1NC(=O)COC(=O)c1ccc2ncsc2c1 (centres undefined) returned TMEM16A act inactive.

A stretch from the list above, as a working copy:
Screening CCN(CC)c1ccc2cc(-c3nc(-c4cc5ccccc5oc4=O)cs3)c(=O)oc2c1 returned TMEM16A act inactive.
`Cc1nc2cc(-c3ccccc3)nn2c(N)c1-c1ccccc1` gave TMEM16A act inactive.
Screening Cc1ccc(S(=O)(=O)N2CCOCC2)cc1C(=O)OCC(=O)N(Cc1ccccc1)C(C)C returned TMEM16A act inactive.
Screening CCCCCCSc1ccc(-c2nc3cc(C)ccn3c2NC2CCCCC2)cc1 returned TMEM16A act inactive.
Screening CCOc1ccccc1OCCCC(=O)Nc1cccc(-n2cnnn2)c1C returned TMEM16A act inactive.
`Cc1ccc(S(=O)(=O)Nc2ccc3c(c2)C(=O)N([C@H](C)CO)C[C@H](C)[C@@H](CN(C)Cc2ccc(-c4ccccc4)cc2)O3)cc1` gave TMEM16A act inactive.
`CC(C)Oc1ccc(S(=O)(=O)N2CCOCC2)cc1NC(=O)c1cccc(S(=O)(=O)N2CCCC2)c1` gave TMEM16A act inactive.

More entries
`CN(Cc1ccccc1)C(=O)COC(=O)CCN1C(=O)C2CC=CCC2C1=O` (centres undefined) gave TMEM16A act inactive.
Screening COc1ccc(NC(=O)COC(=O)C23CC4CC(CC(NC(C)=O)(C4)C2)C3)cc1S(=O)(=O)N1CCOCC1 returned TMEM16A act inactive.
`COC(OC)C1(CCc2ccccc2)NC(=O)NC1=O` (centres undefined) gave TMEM16A act inactive.
For NC(=O)C1Cc2ccccc2CN1C(=O)c1nn(Cc2ccccc2)c(=O)c2ccccc12 (centres undefined) the results were TMEM16A act inactive.
Screening CCOc1ccc(S(=O)(=O)N2CCN(C(=O)c3cc4ccccc4o3)CC2)cc1 returned TMEM16A act inactive.
For O=C(Nc1ccccc1N1CCOCC1)c1ccncc1 the results were TMEM16A act inactive.
COc1ccccc1COC(=O)CN1C(=O)NC2(CCCCC2C)C1=O (centres undefined) was read as TMEM16A act inactive.
Cn1nnnc1Sc1ncnc2scc(-c3ccc(Br)cc3)c12 was read as TMEM16A act inactive.
O=P(Nc1ccccc1)(Nc1ccccc1)c1ccccc1 was read as TMEM16A act inactive.
O=C(Nc1ccccc1)c1nc[nH]c1C(=O)N1CCN(c2ccccc2)CC1 was read as TMEM16A act inactive.
O=C1CC[C@H](O)CCN1CCSc1ccc(Br)cc1 was read as TMEM16A act inactive.
